Screens deposited in PubChem BioAssay by Broad Institute.
DENV2 CPE rescue – inhibitors of DENV2 cytopathic effect, primary screen, cell-based, plate reader, single concentration | CPE inhibition, % at 9.99 µM | DENV2-infected cells, cytopathic effect rescue | 350,000 tested, 1.7% active; in the data active = CPE inhibition above about 20%, passing the limit was not always enough; inconclusive = no clear call, values can overlap the other calls; tested in BHK-21 cells;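 also: 0% = median of neutral control wells and 100% = median of positive control wells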
RAD54 branch – inhibitors of human RAD54 branch migration, primary screen, biochemical, fluorescence, single point. AID 602329, 2012. RAD54 Holliday junction branch migration, FAM/BHQ fluorescence. 360,000 tested, 0.14% active. DNA repair and recombination protein RAD54-like (Homo sapiens), Q92698. inhibition, % at 10.4 µM;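 active = mean normalized replicate activity at least 40 and at least half of replicates scoring 40 or more; inconclusive = only one of the two criteria met; inactive = mean below 40 and under half of replicates reaching 40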;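 also: 0% = median of neutral control wells and 100% = median of positive control wells; inhibitors cause a drop in the FAM fluorescence signal; in these data hits start at about 50%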
CASP6 VEID inh – human caspase-6 inhibitors, primary screen, biochemical, VEID-R110 fluorescence, single point, set 2; purified caspase-6, Z-VEID-R110 cleavage fluorescence; inhibition, % at 12.5 µM; 350,000 tested, 0.53% active;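 active = mean inhibition across replicates at least about 35%, with every replicate also reaching that limit, limit read from the data; inconclusive = only one of the two criteria met; inactive = neither criterion met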;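 also: 0% = median of neutral control wells and 100% = no fluorescence left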
E-selectin induc – E-selectin induction in HUVECs, primary screen, imaging, HUVEC, immunofluorescence imaging, single point; P16581; normalized: neutral wells 0, TNF-alpha wells 100; activation, % at 7.58 µM; 260,000 tested, 0.37% active; AID 686992, 2013;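 active = mean E-selectin-positive cell signal at least 10% of the positive control, reached in at least 60% of replicates, without over 20% cell loss; inconclusive = no rule given, readout overlaps actives, possibly toxicity-flagged; inactive = the rest, including those meeting only one limit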;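 also: in these data hits start at about 27%; measured in HUVEC primary endothelial cells; signal is the percent of cells scored E-selectin positive by PE staining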
Target sequence (P16581 whole entry, looked up): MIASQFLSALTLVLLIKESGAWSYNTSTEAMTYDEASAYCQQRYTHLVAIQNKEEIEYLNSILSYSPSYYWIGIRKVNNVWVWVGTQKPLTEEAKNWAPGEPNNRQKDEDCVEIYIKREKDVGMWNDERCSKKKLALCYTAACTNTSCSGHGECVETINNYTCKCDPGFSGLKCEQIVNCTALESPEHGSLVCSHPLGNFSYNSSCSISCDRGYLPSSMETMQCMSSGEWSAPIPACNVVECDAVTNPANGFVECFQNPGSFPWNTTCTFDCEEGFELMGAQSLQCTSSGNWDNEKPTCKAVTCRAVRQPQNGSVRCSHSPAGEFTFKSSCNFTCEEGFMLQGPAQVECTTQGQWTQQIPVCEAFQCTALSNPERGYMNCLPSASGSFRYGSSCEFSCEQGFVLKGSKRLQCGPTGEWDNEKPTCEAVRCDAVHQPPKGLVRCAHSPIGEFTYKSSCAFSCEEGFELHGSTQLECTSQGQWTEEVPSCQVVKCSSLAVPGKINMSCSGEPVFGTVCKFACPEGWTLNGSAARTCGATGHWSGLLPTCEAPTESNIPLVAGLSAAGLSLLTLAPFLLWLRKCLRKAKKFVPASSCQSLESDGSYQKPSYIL
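System: HUVEC / Compound: single concentration / Signal: immunofluorescence imaging / Read-out: percent E-selectin-positive cells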
RAD52 inh – RAD52 DNA annealing inhibitors, primary screen, biochemical, FRET, single point, set 2; recombinant RAD52 DNA annealing, FRET fluorescence; inhibition, % at 18.7 µM; 360,000 tested, 0.46% active;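 active = every replicate showing at least 50% inhibition; inconclusive = mean inhibition at least 50% but not in every replicate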
Target sequence (P43351 whole entry, looked up): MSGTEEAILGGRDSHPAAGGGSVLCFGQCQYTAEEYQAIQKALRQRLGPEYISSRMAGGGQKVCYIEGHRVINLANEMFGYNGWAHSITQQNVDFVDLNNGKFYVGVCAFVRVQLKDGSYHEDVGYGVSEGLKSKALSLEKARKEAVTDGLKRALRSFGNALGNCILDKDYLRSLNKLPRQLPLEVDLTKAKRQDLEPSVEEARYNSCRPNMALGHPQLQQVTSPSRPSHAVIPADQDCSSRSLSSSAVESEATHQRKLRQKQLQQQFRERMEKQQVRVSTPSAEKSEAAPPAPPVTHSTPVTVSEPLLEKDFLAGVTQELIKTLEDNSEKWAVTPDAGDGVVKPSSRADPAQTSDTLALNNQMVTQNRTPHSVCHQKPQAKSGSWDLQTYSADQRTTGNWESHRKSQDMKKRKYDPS
GSIS activator – GLuc luminescence reporter in INS-1E cells, primary screen for activators of glucose-dependent secretion of insulin | AID 743287, 2014 | activation, % at 16.6 µM | 370,000 tested, 0.61% active | INS-1E GLuc reporter insulin secretion, 2-3 h;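 active = lowest replicate activation of at least 40%, so every replicate reaches that level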;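 also: 0% = median of neutral control wells and 100% = median of IBMX positive control wells; some compounds called inactive have numbers as strong as hits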
CFTR F508del cor – F508del CFTR correction, initial screen, CFBE line, single point. CFBE cells, YFP halide quenching; stimulated with forskolin plus potentiator P3; % fluorescence drop versus neutral controls. 350,000 tested, 0.36% active. activity (quench increase), % at 7.58 µM;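 active = mean added fluorescence quench of at least 8% versus neutral control, with both replicates also reaching 8%; inconclusive = only one of the mean or replicate conditions met; inactive = mean below 8% and not both replicates reaching 8%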;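 also: cells transiently co-express mutant CFTR-F508del with the halide-sensitive YFP; corrector assay measuring rescue of mutant channel to the surface after 24 h compound exposure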
Xi reactivation – activators of inactive X chromosome reactivation, primary screen, imaging, XiGFP fibroblasts, GFP high-content imaging, set 2; XiGFP mouse fibroblasts, % GFP-positive cells imaging, 3 d; cells co-treated with 5-aza-dC sensitizer; scaled so ellipticine positive control = 100%; activation, % at 7.58 µM; 360,000 tested, 0.055% active; AID 743238, 2013;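 active = mean normalized replicate activation at least 10% and every replicate at or above 10%; inconclusive = only one of the two criteria met; inactive = mean below 10% and not all replicates reach 10%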;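 also: 0% = median of on-plate neutral control wells and 100% = ellipticine 6 µM median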
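Material: XiGFP fibroblasts, SV40-immortalized. Buffer or medium: DMEM plus 5-aza-dC sensitizer. Compound: single concentration per compound, delivered by pin transfer. Times: 3 days compound exposure. Controls: ellipticine 6 µM.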
* hit, by the source's call; ? = inconclusive; / = not tested or not shown.

compound,DENV2 CPE rescue,RAD54 branch,CASP6 VEID inh,E-selectin induc,RAD52 inh,GSIS activator,CFTR F508del cor,Xi reactivation
COc1cc(/C=C2/C(=O)ON=C2C)ccc1OCc1cccc(F)c1,0.9,/,-2.6,/,-72.2,-11.6,0.3,-0.3
CCNC(=O)C[C@H]1CC[C@@H]2[C@@H](COc3ccc(NC(=O)c4ccccc4)cc3C(=O)N2C)O1,?,6.5,-0.4,0.1,3.6,2.6,1.2,0.8
O=C(C[C@H]1CC[C@@H]2NC[C@H](O)COC[C@H]2O1)NCCc1ccncc1,1.8,-0.5,2.4,-0.2,-11.2,0.5,-0.4,0.0
COc1ccc2nc(SCC(=O)NCc3ccc(F)cc3)[nH]c2c1,2.2,-11.8,0.6,/,-7.1,-9.9,0.7,0.5
Cc1ccc2ccc(C(Nc3ccccc3)c3ccccc3)c(O)c2n1 (centres undefined),35.4*,/,-2.7,-0.2,-4.4,-27.0,0.4,0.0
COc1ccc(OCC(=O)Nc2nonc2NC(=O)COc2ccc(OC)cc2)cc1,/,-3.6,-1.3,/,-0.5,-10.0,-3.0,0.2
COCC#Cc1ccc2c(c1)O[C@@H](CN(C)C(=O)Nc1ccc(OC)cc1)[C@@H](C)CN([C@H](C)CO)S2(=O)=O,?,-1.2,-1.0,0.5,-5.3,-2.9,-0.9,-0.7
O=C1NN(c2ccccc2)C(=O)C1=Cc1ccccc1O,0.6,-4.4,-1.3,-0.3,3.6,/,-0.8,-0.1
NC(=O)NC(=O)CSc1nc2sc(-c3ccccc3)cc2c(=O)n1-c1ccccc1,14.6,-1.4,1.0,7.0,-4.3,2.0,-0.6,0.1
C#CCSc1nnc(CNS(=O)(=O)c2ccc(Br)cc2)n1C,?,-2.9,6.1,-0.2,-7.4,12.7,-1.2,-0.1
CN(C)C(=O)C[C@H]1CC[C@H](NS(=O)(=O)c2ccccc2)[C@@H](CO)O1,5.0,7.6,-3.1,-0.1,18.3,11.1,1.7,-0.3
O=Cc1c(NCc2ccco2)nc2ccccn2c1=O,-5.2,/,3.1,10.5,-5.0,4.8,0.4,0.0
COC(=O)C(=N/Nc1ccccc1C(=O)OC)/C(C)=N/O,-2.6,13.1,-2.0,2.5,-2.3,12.7,4.6,-0.1
CC(C)CNC(=O)/C=C/C(=O)O,1.5,/,2.3,-0.1,-8.1,8.3,-1.0,0.1
CCc1cccc(CC)c1NC(=O)CO/N=C(\N)CC(=O)NC1CCCCC1,0.2,/,1.5,-0.5,-17.0,21.6,2.4,0.1
CCOC(=O)c1[nH]c(C)c(C(=O)Nc2ccccc2C)c1C,2.5,-2.4,1.5,0.1,-6.4,16.9,4.2,0.4
COc1ccc(NC(=O)N2CC(=O)N3[C@H](CO)[C@@H](c4ccc(-c5ccc(C)cc5)cc4)[C@H]3C2)cc1,5.9,/,-1.1,-0.6,-14.8,-16.0,1.4,0.1
CSc1ncc(Cl)c(C(=O)Nc2ccc(NC(C)=O)cc2)n1,0.7,6.0,1.1,/,-10.5,11.5,-1.4,0.0
COC(=O)c1cc2c(c3c4cc(OC)ccc4n(S(=O)(=O)c4ccc(OC)cc4)c13)C(=O)N(Cc1ccc(C(F)(F)F)cc1)C2,8.9,/,-3.7,0.0,-21.0,/,-2.1,0.0
COc1ccc(Cc2noc(CN3CCC(c4ccncc4)CC3)n2)cc1OC,-2.2,/,4.7,-3.3,-8.5,15.9,2.6,2.4
O=C(Nc1ccc(O)cc1C(=O)O)c1cccs1,1.3,/,-1.8,/,-21.9,9.4,1.6,0.0
C[C@H]1CCCCO[C@@H](CN(C)Cc2ccccc2)[C@@H](C)CN([C@@H](C)CO)C(=O)c2cc(NC(=O)CCCN(C)C)ccc2O1,?,2.4,-58.5,/,1.2,/,-1.2,/
Cc1ccc(S(=O)(=O)Nc2ccc3c(c2)C(=O)N([C@H](C)CO)C[C@@H](C)[C@H](CN(C)S(=O)(=O)c2cn(C)cn2)OCCCC[C@@H](C)O3)cc1,-0.7,-6.3,-1.0,0.0,-30.3,4.5,-0.9,0.0
O=C(CCN1CCN(S(=O)(=O)c2ccc(Cl)cc2)CC1)Nc1ccccc1F,-12.5,/,2.5,1.1,-23.0,1.4,1.3,0.3
CCOC(=O)Cc1csc(NC(=O)CC)n1,/,0.5,1.6,/,-15.8,1.1,/,/
O=C(C[C@H]1CC[C@@H]2NC[C@H](O)COC[C@H]2O1)NCCN1CCCC1,-5.5,/,-134.7,0.0,-12.0,3.3,-2.0,0.1
Cc1ccc(N2CCN(C(=O)c3ccccc3F)CC2)c(C)c1,-1.5,2.2,1.4,0.2,-8.7,/,-6.2,0.5
Cc1cc(C(N)=O)nn1-c1c(Cl)cc(Cl)cc1Cl,-3.4,/,-1.9,2.9,0.3,8.6,-0.2,0.3
CN(C)C(=O)[C@@H]1[C@@H](CO)[C@@H]2Cn3c(ccc(C4=CCCC4)c3=O)[C@H]1N2Cc1cccnc1,7.3,-8.9,-5.6,-0.2,-16.2,14.0,-2.6,0.0
Cc1noc(C)c1S(=O)(=O)N(C)C[C@@H]1OCCCC[C@H](C)Oc2ccc(NC(=O)CCC(F)(F)F)cc2C(=O)N([C@H](C)CO)C[C@@H]1C,-6.4,-4.6,/,0.0,/,-12.6,-0.5,0.0
COc1ccc(C2CC(c3c(-c4ccccc4)c4cc(Cl)ccc4[nH]c3=O)=NN2C(=O)CCC(=O)O)cc1 (centres undefined),-0.4,/,7.2,0.4,-22.4,0.8,-0.8,0.0
O=S1(=O)CCC(=Nc2ccc(Cl)cc2)c2ccsc21,/,/,-0.5,/,-1.6,-6.1,-0.7,0.0
CC(C)(C)S(=O)N1Cc2cc(CO)cc(-c3ccccc3)c2[C@@H]1CCO (some centres undefined),3.7,-0.8,3.3,0.0,-34.2,-5.4,6.7,0.0
Cc1ccc([N+](=O)[O-])cc1N=C1C(=O)Nc2ccccc21,7.9,-7.3,13.7,/,-1.9,16.3,-1.7,0.0
COc1ccc2nc(SCC(=O)Nc3ccccc3OC)[nH]c2c1,1.0,/,4.6,-0.1,-1.3,/,-2.7,?
CC(C)Oc1ccc(CN2CCC2(C)C(=O)NCc2cccc3ccccc23)cc1 (centres undefined),?,-4.5,-0.5,-4.5,7.5,/,0.2,-0.2
CC(O)c1nc2ccccc2n1Cc1ccccc1 (centres undefined),-2.0,-2.9,0.1,/,-10.7,14.7,-1.0,0.0
COc1ccc(S(=O)(=O)N2CCN(C(=O)NCc3ccc(C)cc3)CC2)cc1,5.2,1.2,1.7,-0.2,-1.9,-7.6,0.8,0.1
Cc1cccc(NC(=O)NCc2cccnc2)c1C,1.0,-1.8,-2.5,0.1,-10.7,11.5,1.5,0.1
O=C(Cc1ccccn1)NCC[C@@H]1CC[C@H](NC(=O)Nc2ccc(F)cc2)[C@H](CO)O1,0.8,-8.8,-6.3,0.2,-11.7,-2.1,0.7,0.1
CC(=O)N1c2ccc(S(=O)(=O)NCCC(=O)NCc3ccc(Cl)cc3)cc2CC1C (centres undefined),-2.2,0.2,6.5,/,2.8,-13.5,-1.6,0.1
Cc1ccc(/C=C(/C#N)C(=O)NC(C)c2ccccc2)o1 (centres undefined),-6.3,-9.7,3.9,/,-69.1,-1.1,/,0.0
COc1cc(C(=O)N2CCN(c3ccccn3)CC2)cc(OC)c1OC,11.7,-5.7,-1.4,0.0,-3.6,13.1,-1.6,0.1
C[C@H](CO)N1C[C@H](C)[C@H](CN(C)C(=O)Cc2cccnc2)Oc2ncc(C#CCN(C)C)cc2C1=O,?,-8.4,-17.9,-2.4,-12.2,6.5,-0.5,-0.8
O=C(Nc1ccnn1C1CCN(Cc2ccccc2OC(F)F)CC1)c1cccnc1,1.4,7.1,-7.8,/,-31.3,3.8,-1.8,0.0
COc1ccc(C2=Nc3nc(-c4ccccc4)cn3C(c3ccc(OC)cc3)C2)cc1 (centres undefined),3.4,/,-2.2,-5.7,-36.7,17.5,-2.0,0.1
O=C(O)c1cccc(NC(=O)c2cccc(S(=O)(=O)Nc3cccc([N+](=O)[O-])c3)c2)c1,0.0,3.2,1.2,/,-10.9,13.2,3.3,0.0
O=C(CN1CCN(Cc2ccc3c(c2)OCO3)CC1)NCC(F)(F)F,8.4,-4.3,-2.0,0.7,-6.2,9.2,-0.9,0.1
CCc1nnc(NC(=O)CSc2nc3cc(OC)c(OC)cc3cc2C)s1,-0.4,/,0.6,/,-8.1,38.5,/,0.0
Cc1cc(NS(=O)(=O)c2ccc(NC(=O)CN3C(=O)NC(C)(c4ccccc4)C3=O)cc2)nc(C)n1 (centres undefined),-6.4,7.6,3.0,0.3,-8.6,8.8,4.0,-0.1
Cc1ccnc(NC(=O)COc2ccc3c(c2)CCC3)c1,-4.0,-2.9,-9.6,-0.3,-3.3,1.9,0.0,0.0
CCC(C)(C)c1ccc(OCCCC[n+]2ccccc2)c(C(C)(C)CC)c1,-1.9,/,-140.5,/,39.4,-21.5,5.8,0.2
C[C@@H]1CN([C@H](C)CO)C(=O)c2cc(C#C[C@@H](C)O)cnc2O[C@H]1CN(C)C(=O)Cc1ccccn1,-8.9,-6.8,0.0,0.5,-3.5,17.0,-0.6,-1.2
O=c1[nH]c(=S)[nH]c2c1C(c1ccccc1)OC(C1CCCCC1)C2 (centres undefined),-15.0,/,3.4,-0.4,-10.4,-35.5,-0.9,0.0
COc1ccccc1NC1=NC(CO)(CO)CS1,0.8,7.1,-0.5,/,-6.3,3.7,-0.1,-0.1
COCCNC(=O)C[C@@H]1C=C[C@H](NC(=O)NC2CCCCC2)[C@@H](CO)O1,-6.8,3.6,-1.4,0.7,-2.0,11.6,0.4,-0.3
Cc1ccccc1/[N+]([O-])=C/c1cccs1,-3.6,1.2,5.7,/,-14.3,-19.7,-3.0,0.3
C=CC[C@H](CC(=O)NCCO)C(=O)NC[C@@H](OC(=O)[C@@H](CC=C)CC(=O)OC(C)(C)C)c1ccccc1,-3.6,-5.6,-7.7,-0.1,-1.6,-9.6,2.8,0.8
CSc1nc(C)c(C(=O)Nc2ccccc2)c(C)c1C#N,0.9,-5.2,1.5,/,-14.2,-44.6,-1.4,/
COCCNC(=O)c1ccccc1NC(=O)Nc1ccccc1,9.4,/,-0.6,1.2,-6.6,11.4,1.8,0.2
CC1(C(=O)O)CCN1C(=O)COc1ccc(Cl)cc1 (centres undefined),2.7,2.5,-1.8,-0.1,-10.0,-10.0,3.0,0.0
